Source: PubChem BioAssay (National Center for Advancing Translational Sciences (NCATS))
Tau FP inhib: inhibitors of human tau fibril formation. actives 0.39% (n = 280,000). Potency, µM (doses to about 57.7 µM), for the others: at the highest dose activity, negative = inhibition, usual class: inhibitors. P10636. K18 P301L tau heparin fibrillization, Alexa594 FP, 6 h; also: nearly all actives have a fitted effect of over 55% in size
Target sequence (P10636 561-689 P618L limits assumed): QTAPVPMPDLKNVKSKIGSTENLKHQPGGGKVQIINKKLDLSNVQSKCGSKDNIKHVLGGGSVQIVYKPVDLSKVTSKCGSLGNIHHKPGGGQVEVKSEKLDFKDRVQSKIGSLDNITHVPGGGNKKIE
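K18 P301L tau (15 uM unlabeled/0.24 uM Alexa 594-labeled, final) + compound + heparin 20 uM final; 100 mM NaOAc pH 7; 6 hr 37 C; ThT 30 uM final added, 1 hr RT; FP ex 555/em 632 nm.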
TR SRC2 fluor cs: counter-screen for TRb-SRC2 inhibitors: fluorescence interference; AID 1479; TRb/SRC2 Texas Red total fluorescence interference; actives 0.29% (n = 280,000); Potency, µM (highest dose often 106 µM), for the others: at the highest dose fluorescence change, negative = quenching; active = well fitted curve in either direction with a large enough effect; inconclusive = small, poorly fitted or top-dose-only effect
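Human TRb ligand-binding domain at 0.6 uM with 20 nM Texas Red SRC2 peptide in Tris buffer containing 1 uM T3 and 5% DMSO, incubated with compound 5 h at ambient temperature. Total fluorescence (555/632 nm) calculated as parallel + 2 × perpendicular.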
KDM4E inh: JMJD2E (human) inhibition | B2RXH2 | JMJD2E catalytic domain, FDH-coupled NADH fluorescence (FDH is formaldehyde dehydrogenase) | Potency, µM (top dose mostly 57.1 µM), for inactives: at the highest dose activity change, negative = inhibition, most hits filed as inhibitors | actives 1.6% (n = 230,000); active = well fitted inhibition curve with a large enough effect, not every such curve was filed as active; inconclusive = small, poorly fitted or top-dose-only effect, or another doubt; inactive = no such curve, though single readings can be large or run the other way;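 also: 0% = wells with enzyme and -100% = buffer wells without enzyme; nearly all actives have a fitted effect of over 50% in size; many of its hits are not listed in these tables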
GoLoco inh red: RGS12 GoLoco-Gai1 interaction inhibition | P63096 | Gai1:RGS12 GoLoco peptide FP, rhodamine, 10 min | Potency, µM (top dose mostly 61.6 µM), for inactives: top-dose activity, negative = inhibition, hits mostly inhibitors | actives 0.44% (n = 230,000); active = well fitted inhibition curve with a large enough effect, not every such curve was filed as active; inactive = no such curve, though single readings can be large or run the other way; also: nearly all actives have a fitted effect of over 30% in size; many of its hits are not listed in these tables
TRb-SRC2 inh: inhibitors of human thyroid hormone receptor beta-SRC2 interaction | P10828 | TRbeta-SRC2 peptide binding, fluorescence polarization; receptor liganded with 1 µM T3 | Potency, µM (top dose mostly 106 µM), for the others: top-dose activity change, negative = inhibition, most hits filed as inhibitors | actives 0.065% (n = 280,000) | AID 1469;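 also: plate controls were bound peptide for no effect and peptide without receptor for full effect; nearly all actives have a fitted effect of over 50% in size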
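Fluorescence polarization of 20 nM Texas Red SRC2 peptide (20-aa NR interaction domain) bound to 0.6 uM human TRb ligand-binding domain, with 1 uM T3, after 5 hr at ambient temperature; inhibition seen as decreased polarization.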
RECQ1 helicase: blocks DNA unwinding by human RECQ1; Potency, µM (titrated, usually from 57.3 µM), without a hit: at the top dose activity, negative = inhibition, hits mostly inhibitors; actives 0.54% (n = 240,000); RECQ1 DNA unwinding, red fluorescence kinetic read;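 also: plate controls were vehicle for no effect and no enzyme for full effect; nearly all actives have a fitted effect of over 30% in size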
Target sequence (P46063 whole entry, looked up): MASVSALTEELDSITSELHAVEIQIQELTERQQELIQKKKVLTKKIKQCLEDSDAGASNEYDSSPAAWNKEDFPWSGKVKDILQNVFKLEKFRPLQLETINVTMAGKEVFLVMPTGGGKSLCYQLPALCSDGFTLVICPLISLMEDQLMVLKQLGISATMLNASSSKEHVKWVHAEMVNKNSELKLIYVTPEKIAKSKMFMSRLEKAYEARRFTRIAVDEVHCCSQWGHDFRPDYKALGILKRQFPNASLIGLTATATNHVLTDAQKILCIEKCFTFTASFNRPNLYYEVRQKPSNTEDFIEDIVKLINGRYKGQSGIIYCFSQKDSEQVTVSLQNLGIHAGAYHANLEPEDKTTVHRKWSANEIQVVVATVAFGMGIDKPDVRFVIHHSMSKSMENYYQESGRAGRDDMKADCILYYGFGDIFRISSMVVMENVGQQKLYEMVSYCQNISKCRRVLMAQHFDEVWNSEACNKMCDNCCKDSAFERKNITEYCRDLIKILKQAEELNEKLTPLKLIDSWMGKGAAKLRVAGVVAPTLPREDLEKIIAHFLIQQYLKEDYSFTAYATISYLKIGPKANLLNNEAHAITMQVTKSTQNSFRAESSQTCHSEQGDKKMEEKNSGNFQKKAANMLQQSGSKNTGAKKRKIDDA
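50 nM RECQ1T1 preincubated 15 min with compound in Tris pH 8.0 buffer with MgCl2, DTT, Tween-20 and 2.5 ug/ml poly(dI-dC); started with 200 nM TAMRA/BHQ-2 forked duplex and 2 mM ATP. Unwinding read as fluorescence (525/598 nm), two reads 2 h apart.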
L3MBTL1 block: blocks human L3MBTL1. Q9Y468. actives 0.66% (n = 230,000). AlphaScreen L3MBTL1–H3K9me1 peptide binding. Potency, µM (doses to about 57.1 µM), for inactives: top-dose activity, negative = inhibition, most hits filed as inhibitors; also: nearly all actives have a fitted effect of over 60% in size
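AlphaScreen proximity signal between nickel-chelate acceptor and streptavidin donor beads (final 10 ug/mL) reports binding of 50 nM L3MBTL1 to 75 nM biotin-H3 K9me1 peptide; complex incubated with compounds 30 min at room temperature; cefsulodin titration as control.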
Tau fibril ThT: inhibitors of human tau fibril formation, thioflavin T binding. actives 2.1% (n = 270,000). Potency, µM (doses to about 57.4 µM), for the others: at the highest dose activity, negative = inhibition, usual class: inhibitors. P10636. recombinant tau K18 P301L (four-repeat tau fragment), heparin-induced fibrillization, ThT fluorescence; also: nearly all actives have a fitted effect of over 55% in size
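Tau K18 P301L fragment (15 uM unlabeled plus 0.24 uM Alexa 594-labeled) in 100 mM sodium acetate pH 7 with compound, fibrillization induced by 20 uM heparin for 6 hr at 37 C. Thioflavin T (30 uM) added, fluorescence read after 1 hr (ex 450, em 510 nm).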
Starred values were filed as active, the others as inactive; i = inactive; ? = inconclusive; · = no result given; [ ] = remark or other dose. Unless noted, calls follow the shape of the dose curve; as a rule, active = well fitted curve in the direction sought with a large enough effect; inconclusive = small, poorly fitted or top-dose-only effect, or another doubt; inactive = no such curve, though single readings can be large; an effect the other way counts as inactive or inconclusive. Unless noted, % is scaled to controls: 0 for no effect and ±100 for the full control effect; potency is read from the fitted curve at half-maximal effect. A portion of the library. The share of hits here may be higher or lower than overall.

Structure	TR SRC2 fluor cs	KDM4E inh	RECQ1 helicase	L3MBTL1 block	TRb-SRC2 inh	GoLoco inh red	Tau fibril ThT	Tau FP inhib
CSc1cccc(NC(=O)Cn2nnc(C(=O)NCCc3ccccc3)c2N)c1	-1%	·	·	·	7%	·	2%	?
Cc1cc(/C=C2/NC(=O)NC2=O)c(C)n1-c1ccccn1	1%	25µM*	-4%	-6%	2%	9%	-3%	-2%
O=C(OCc1cc(=O)n2nc(-c3cccs3)sc2n1)c1ccccc1Cl	-3%	·	·	·	0%	·	?	-1%
O=C(C[n+]1cc(-c2ccc(F)cc2)n2c1CCC2)Nc1nc(-c2ccccc2)cs1	-1%[53 µM]	-14%	-6%	-5%	-4%[53 µM]	10%	-15%	-6%
CN1CCN(c2ccc(NC(=O)Cc3ccccc3)cc2)CC1	0%	5%	0%	·	-3%	-16%	-1%	-2%
O=C(CSc1nc2ccsc2c(=O)n1Cc1ccccc1Cl)NCc1ccc(F)cc1	?	·	·	·	3%	·	3%	-13%
COc1ccc2c(c1)c(C(=O)N/N=C/c1ccccc1Cl)c(C)n2C	0%	-9%	-2%	0%	5%	9%	?	6%
CCn1nc(NC(=O)Cc2ccc(OC)cc2)c2cc3cc(C)ccc3nc21	-3%	?	-2%	7%	6%	26%	-14%	6%
CCCCCCCN=C(C)c1ccccc1O	-4%	2%	i	0%	-4%	1%	-7%	1%
Cc1cc(-c2ccc(S(=O)(=O)Nc3cccc(C)c3C)s2)on1	0%	·	·	·	5%	·	-1%	?
O=C(Nc1ccccc1F)NC1CCCc2ccccc21 (stereo unspecified)	1%	1%	-7%	9%	-1%	-16%	-13%	-4%
CC(=O)c1ccc2c(c1)Nc1ccccc1S2	1%	1%	-3%	·	4%	9%	?	?
COc1cccc(N2CCN(c3ncnc4c3c(-c3ccccc3)cn4-c3cccc(C(F)(F)F)c3)CC2)c1	-1%	·	·	·	-7%	·	-11%	-4%
CCCS(=O)(=O)NCCc1csc2nc(-c3ccc(C)cc3)nn12	2%	·	·	·	-1%	·	-6%	-13%
Nc1c(C(=O)Nc2cccc(F)c2)c2ccccn2c1C(=O)c1ccccc1	-1%	·	·	·	2%	·	11%	-20%

One compound at a time, from the list above. Order of screens: TR SRC2 fluor cs | KDM4E inh | RECQ1 helicase | L3MBTL1 block | TRb-SRC2 inh | GoLoco inh red | Tau fibril ThT | Tau FP inhib
CSc1cccc(NC(=O)Cn2nnc(C(=O)NCCc3ccccc3)c2N)c1 is entered as -1% | · | · | · | 7% | · | 2% | ?
O=C(C[n+]1cc(-c2ccc(F)cc2)n2c1CCC2)Nc1nc(-c2ccccc2)cs1 is entered as -1%[53 µM] | -14% | -6% | -5% | -4%[53 µM] | 10% | -15% | -6%

Continuation:
Structure	TR SRC2 fluor cs	KDM4E inh	RECQ1 helicase	L3MBTL1 block	TRb-SRC2 inh	GoLoco inh red	Tau fibril ThT	Tau FP inhib
COc1ccc(OC)c2c(=O)cc(C(=O)O)[nH]c12	-5%	-11%	-2%	·	-4%	3%	·	·
CCOC(=O)c1c(C)oc2ccc(OC(=O)c3cccs3)cc12	2%	-1%	-23%	49%[activator]	1%	-13%	-16%	-14%
Cc1cc(C)c(NC(=O)Cn2nnc(C(=O)Nc3ccc(F)cc3F)c2N)c(C)c1	-1%	·	·	·	-3%	·	-2%	-14%
COc1ccc(S(=O)(=O)NCC2CCCN(Cc3ccccc3C)C2)cc1 (stereo unspecified)	2%	-3%	-2%	-5%	-2%	20%	-15%	5%
c1ccc2c(SCc3cn4cccnc4n3)ncnc2c1	0%	?	-7%	4%	2%	-5%	-14%	0%
COC(=O)[C@H](CC(C)C)NC(=O)N1CCN(c2cccc(C(F)(F)F)c2)CC1	-2%	-2%	-3%	·	-2%	5%	-21%	-10%
COc1cccc(C(=O)N(Cc2cc3cc(C)ccc3[nH]c2=O)C(C)C)c1	2%	?	?	4%	9%	-8%	0%	1%
O=C(Oc1cccc2ccccc12)c1ccncc1	-10%	1%	i	-6%	-5%	0%	-23%	-2%
COc1cc(NC(=O)Cn2ncc3c([nH]c4ccc(C)cc43)c2=O)cc(OC)c1OC	-19%	·	·	·	4%	·	1%	-19%
CCOC(=O)/C=C1\SCC(=O)N1CC(=O)NCCOC	0%	3%	-1%	17%	-3%	-7%	3%	6%
CC(=O)c1cccc(NC(=O)CCNS(=O)(=O)c2cccc(C(C)=O)c2)c1	2%	-1%	-17%	-4%	-10%	17%	4%	-1%
CCCNC(=O)c1c(CSc2ccccc2)noc1C(=O)NCc1ccccc1	-1%	0%	35%[activator]	·	-1%	3%	5%	0%
Cn1ccnc1C(=O)c1cc(SCC(=O)N2CCOCC2)nc2ccccc12	0%	-6%	i	1%	5%	-6%	0%	-3%
O=C(CCC(=O)Nc1ccc(Cl)cc1Cl)N/N=C/c1ccc([N+](=O)[O-])o1	-6%	-7%	i	-12%	-2%	6%	?	-4%
O=C(NC(=S)NN1CCCCC1c1cccnc1)c1ccc(Br)cc1 (stereo unspecified)	-1%	6%	-7%	-10%	-1%	5%	-8%	-5%
CC(=O)c1cccc(N(CC(=O)Nc2ccc(F)cc2F)S(C)(=O)=O)c1	4%	11%	i	·	-2%	9%	-2%	?
O=C(CSc1nnc(Cc2ccccc2)o1)NCCN1C(=O)CSC1=O	-4%	-10%	-4%	3%	-9%	-13%	-3%	-14%
COc1ccnc(NCc2cccc(C(F)(F)F)c2)c1C#N	1%	?	i	-1%	1%	3%	-8%	-10%
Cn1nc(CC(=O)Nc2cccc3ncccc23)c2ccccc2c1=O	1%	-11%	i	-3%	-17%	·	-4%	-3%
COc1cc(OC)cc(C(=O)NCCCN2CCOCC2)c1	1%	1%	i	-7%	0%	9%	6%	1%
Nc1nc2c(C(=O)N3CCOCC3)nnn2c2ccccc12	-1%	?	i	12%	-1%	-5%	-4%	2%
CC(NC(=O)c1ccc2nc(Cc3ccccc3)oc2c1)c1ccccc1 (stereo unspecified)	0%	·	·	·	9%	·	-3%	-1%
COc1ccccc1NC(=O)c1oc2ccccc2c1NC(=O)c1c(F)cccc1F	-1%	·	·	·	2%	·	9%	-4%
Cc1cccc(Nc2nnc(SCC(=O)NCc3cccs3)s2)c1C	-1%[53 µM]	-2%	-2%	3%	-3%[53 µM]	-4%	-4%	9%
CCOC(=O)C1(CCc2ccccc2)CCN(C(=O)c2ccoc2)CC1	0%	-2%	i	-5%	5%	-9%	-13%	-7%
N#CCc1nn(-c2ccc(F)cc2)c(N)c1C#N	1%	-2%	12%	-7%	-3%	6%	?	?
Cc1cc(NC(=O)c2ccoc2C)no1	-3%	13%	-9%	6%	3%	3%	-12%	-9%
CCCN1C(=O)c2cc(C(=O)NCCc3cccc(C)c3)ccc2C1O (stereo unspecified)	-1%	3%	-8%	·	-12%	11%	-8%	7%
CC1CCN(c2nc3nonc3nc2Nc2ccc(F)cc2)CC1	0%	-8%	-13%	1%	-1%	5%	-3%	-7%
O=C(CCn1c(=O)c2sccc2n(CC(=O)OCc2ccccc2)c1=O)NCc1ccccc1	-1%	-1%	-10%	·	-4%	-2%	-4%	-10%
Cc1ccc(C(=O)CC2C(=O)N(c3ccccc3)C(=S)N2c2ccccc2)cc1 (stereo unspecified)	6%	0%	-6%	-2%	-3%	2%	-8%	?
O=C(CN1CCN(Cc2ccccc2)C1=O)NCc1ccc(Cl)cc1	-3%	-1%	-8%	·	-3%	1%	-4%	-1%
CSCCC1NC2(C(=O)Nc3c(C)cc(Cl)cc32)[C@@H]2C(=O)N(C3CCCC3)C(=O)[C@H]12 (stereo partly specified)	0%	-8%	-18%	-13%	5%	8%	-3%	?
O=C(CN1C(=O)CC(c2ccco2)Sc2ccccc21)NCc1ccc2c(c1)OCO2 (stereo unspecified)	-1%	-4%	-15%	-11%	5%	-9%	-11%	11%
COc1cc(Br)c(CCNC(=O)Cc2ccccc2)cc1OC	0%	6%	-1%	5%	-2%	2%	-5%	5%
C=CCn1c(COc2cccc3ccc(C)nc23)nnc1SCC(=O)O	1%	?	3%	·	-17%	-2%	4%	9%
Cc1c(Cl)cccc1NC(=S)N1CCC(C(N)=O)(N2CCCCC2)CC1	-1%	14%	-11%	-3%	-6%	10%	-8%	-2%
C=CCNC(=O)CSc1n[nH]c(-c2cc(Cl)ccc2OC)n1	0%	-6%	i	7%	-2%	7%	-9%	-5%
CN(C)c1ccc(C(CNC(=O)COc2ccc(Cl)cc2)N2CCOCC2)cc1 (stereo unspecified)	-1%	·	·	·	-2%	·	?	2%
C=CCC(C=C)[N+]1(CC(=O)OC)CCCCC1 (stereo unspecified)	0%	8%	-3%	·	-3%	-2%	4%	0%
CCCNC(=O)c1ccc(N(Cc2ccccc2)S(C)(=O)=O)cc1	1%	3%	-11%	·	7%	-4%	-8%	1%
CCOc1ccc(CCNC(=O)c2ccc(C)c(N3CCCC3=O)c2)cc1OCC	-1%	13%	-8%	8%	-1%	1%	-7%	1%
Nc1cc(-c2ccc(Br)cc2)[nH]n1	-6%	4%	-14%	-14%	1%	-11%	4%	7%
CCOc1ccc(-n2nc3c(=O)n(CCN4CCCCC4)nc(C)c3c2C)cc1	-2%	?	-1%	-4%	-1%	-4%	9%	-2%
C/C(=N\Nc1ccccc1)c1c(O)cc(C)oc1=O	-3%	-23%	i	2%	-4%	9%	?	-9%
CCOC(=O)c1ccc(N2C(=O)c3n[nH]c(C)c3C2c2ccco2)cc1 (stereo unspecified)	-4%	-1%	-2%	-10%	-2%	6%	-3%	-10%
Cc1cccc(NC(=S)N(c2ccccc2)C(C)C)c1C	-6%	1%	-14%	9%	-9%	·	-12%	-1%
Cc1cccc(CSc2nncc(=O)[nH]2)c1	-3%	?	-4%	8%	-6%	-12%	-8%	4%
CCOc1ncccc1C(=O)Nc1ccc(OC)c(S(=O)(=O)N2CCCCC2)c1	-1%	297%[activator]	-3%	-3%	-2%	14%	-1%	6%
